procasp7 counter = counter-screen for procaspase-3 activators: activators of human procaspase-7 | 0.093% of 330,000 active | activation, % at 8.5 µM | P55210 | recombinant procaspase-7, Ac-DEVD-pNA absorbance 405 nm; D23A/D198A/D206A triple mutant, cannot self-cleave; scale: DMSO 0, 5 µM enzyme 100 | AID 463210;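 active means percent activation above the screen-wide mean plus 3 SD, cut at about 25% in these data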
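Material: Procaspase-7 triple mutant (PC-7 D3A) | Quantity: 2 µM procaspase-7 mutant as dispensed | Reagent: DEVD-pNA substrate | Times: 1 h preincubation, 2 h reaction | Technique: 405 nm absorbance of p-nitroaniline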
proCasp3 act = procaspase-3 (human) activation; 0.11% of 330,000 active; recombinant procaspase-3 D3A, Ac-DEVD-pNA absorbance 405 nm; AID 463141; P42574; activation, % at 8.5 µM;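 active means activation above the mean of all tested compounds plus 3 SD, cut at about 21% in these data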;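 further: 0% = DMSO alone and 100% = DMSO wells spiked with extra 5 µM PC-3 D3A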
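Test system: Procaspase-3 D3A mutant, all three cleavage aspartates alanine | Dosing: Single dose, 8.5 µM nominal compound, 0.8% DMSO | Schedule: 1 h preincubation, 2 h reaction | Technique: 405 nm absorbance of p-nitroaniline, reads at 0 and 120 min | Repeats: One well per compound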
MEP2 TOR yeast = alters MEP2-GFP fluorescence in TOR pathway yeast screen | S. cerevisiae MEP2-GFP strain, flow cytometry GFP, 3 h; 100% = DMSO control level | GFP response vs DMSO, % at 10 µM | 0.51% of 330,000 active | AID 2016;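 active means GFP response versus DMSO above a set limit, roughly screen mean plus 3 SD, cut at about 180% in these data; inconclusive means fewer than 70 cells counted for a yeast strain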;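 further: median GFP fluorescence of the barcode-gated MEP2-GFP cells per well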
AHR activator = human AHR activation. AHR-responsive luciferase reporter cells, luminescence. activation, % at 5 µM. 2.5% of 320,000 active; in the data active means activation above about 47%;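 further: 0% = vehicle wells and 100% = reference agonist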
Target sequence (P35869 whole entry, looked up): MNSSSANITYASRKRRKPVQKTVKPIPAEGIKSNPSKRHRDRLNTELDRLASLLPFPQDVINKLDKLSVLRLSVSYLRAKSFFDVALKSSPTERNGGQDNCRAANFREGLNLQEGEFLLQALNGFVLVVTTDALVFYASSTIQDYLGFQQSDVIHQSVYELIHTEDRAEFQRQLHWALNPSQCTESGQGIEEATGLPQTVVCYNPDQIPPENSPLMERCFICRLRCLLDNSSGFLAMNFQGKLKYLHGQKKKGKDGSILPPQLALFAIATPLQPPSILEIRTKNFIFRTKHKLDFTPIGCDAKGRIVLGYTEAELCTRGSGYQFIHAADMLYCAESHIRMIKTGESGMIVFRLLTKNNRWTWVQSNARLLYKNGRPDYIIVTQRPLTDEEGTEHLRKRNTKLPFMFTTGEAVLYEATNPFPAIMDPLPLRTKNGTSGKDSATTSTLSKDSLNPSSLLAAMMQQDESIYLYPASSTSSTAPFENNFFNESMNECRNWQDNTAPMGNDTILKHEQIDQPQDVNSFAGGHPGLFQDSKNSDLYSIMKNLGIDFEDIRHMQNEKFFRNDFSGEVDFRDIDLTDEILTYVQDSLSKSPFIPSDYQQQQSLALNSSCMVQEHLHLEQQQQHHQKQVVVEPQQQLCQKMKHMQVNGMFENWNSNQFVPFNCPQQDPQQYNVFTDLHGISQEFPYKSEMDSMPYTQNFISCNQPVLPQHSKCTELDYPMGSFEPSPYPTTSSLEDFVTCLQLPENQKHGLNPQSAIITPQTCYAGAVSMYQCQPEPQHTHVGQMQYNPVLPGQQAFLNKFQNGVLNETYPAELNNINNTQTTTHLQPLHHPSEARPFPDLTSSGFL
LAP4 TOR yeast = alters LAP4-GFP fluorescence in TOR pathway yeast screen. S. cerevisiae LAP4-GFP multiplex, flow cytometry GFP, 3 h; median GFP as percent of DMSO wells. GFP response vs DMSO, % at 10 µM. 0.34% of 320,000 active. AID 2023;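 active means GFP response vs DMSO above a set limit, about the screen mean plus 3 SD, cut at about 150% in these data; inconclusive means under 70 cell events counted for the yeast strain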
CR mimetic SO = lowers age-related superoxide in aged yeast cells | S. cerevisiae aged cells, superoxide DHE fluorescence; stronger effect = lower value | AID 2690 | superoxide response (% of plate mean), % at 10 µM | 0.18% of 330,000 active;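 active means superoxide response under a set limit, about three screen SD below normal, cut at about 65% in these data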;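 further: yeast aged for seven days with compound at 30 °C before DHE staining; 100% = average MFI of all compound-treated wells on the plate with controls excluded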
RPL19A TOR yeast = modulators of TOR pathway RPL19A-GFP in S. cerevisiae; S. cerevisiae RPL19A-GFP strain, flow cytometry, 3 h; stronger effect = lower value; percent response vs DMSO, % at 10 µM; 0.3% of 330,000 active; AID 2025;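 active means percent response vs DMSO below 50%; inconclusive means fewer than 70 events counted for the yeast strain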;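 further: median channel GFP fluorescence of the barcoded RPL19A-GFP strain; ratio of sample median GFP to plate DMSO average so 100% = DMSO; lower means less RPL19A-GFP as with rapamycin TOR inhibition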
GASC-1 inh = blocks human GASC-1 demethylase activity | Q9H3R0 | GST-JMJD2C(1-420) H3K9me3 demethylation, DELFIA europium | inhibition, % at 2.35 µM | 0.069% of 330,000 active | AID 2099;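 active means more than half of a compound's replicate wells show inhibition beyond 50%, single wells judged on their own value; inconclusive means some, but no more than half, of replicates pass 50% inhibition; inactive means no replicate passes 50% inhibition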;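 further: signal counts dimethyl H3K9 product captured on neutravidin plate; 0% = median of DMSO wells and 100% = 0.3 times that DMSO median; strong numbers were not always called active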
Numbers without * were called inactive; i = inactive; ? = inconclusive; . = not tested or not shown; [ ] = remark or other dose.

SMILES	procasp7 counter	proCasp3 act	MEP2 TOR yeast	AHR activator	LAP4 TOR yeast	CR mimetic SO	RPL19A TOR yeast	GASC-1 inh
O=C(NCc1cccs1)C1CCCN1C(=O)Nc1ccccc1[N+](=O)[O-] (stereo unspecified)	-7	-2	103	0	94	114	105	-4
COc1ccc(CNC(=O)CSc2nnc(Cn3nnc4ccccc43)n2C)cc1	2	6	100	-1	97	111	100	-2
Cc1ccccc1C(=O)Nc1ccccc1C(=O)N1CCC(C)CC1	5	6	102	2	96	100	103	12
O=C(CSc1nc2[nH]ncc2c(=O)n1-c1ccccc1)N1CCCc2ccccc21	-6	7	102	8	100	108	98	-12
CCOC(=O)c1[nH]c2c(c1-c1ccccc1)C(=O)CC(c1ccc(OC)c(OC)c1)C2 (stereo unspecified)	-2	0	104	-2	97	100	98	-7
O=C1CCCN1S(=O)(=O)c1ccc(F)cc1	15	-4	102	0	96	95	101	-3
Cc1ccc(N2CCOCC2)c2c1C(=O)c1ccccc1C2=O	3	-4	91	1	98	142	95	1
CNC(=O)CSc1n[nH]c(-c2cc(Cl)ccc2OC)n1	-2	1	95	11	99	82	90	-16
CCc1cc(OCCN2C(=O)NC(C)(C)C2=O)ccc1Cl	3	5	111	2	105	99	100	-12
COc1ccc(C(=O)c2coc3ccc(OC(C)=O)cc23)cc1	1	-7	105	-1	106	i	101	12
CC1CCN(C(=O)c2ccc(S(=O)(=O)Cc3ccccc3F)c([N+](=O)[O-])c2)CC1	-4	-1	103	-1	96	118	101	-9
COC(=O)c1ccc(Cn2cnc3ccccc3c2=O)cc1	8	-7	107	-2	116	87	105	2
O=C1OC(c2ccccc2)=NC12CC2c1ccc(Cl)cc1 (stereo unspecified)	4	-7	75	-1	143	98	104	4
COC(=O)C1=C(C)NC2=C(C(=O)CC(C)(C)C2)C1c1ccccn1 (stereo unspecified)	-4	2	95	1	80	97	117	25
Cc1cccc(C(=O)OCC(=O)Nc2ccc(F)cc2)c1	0	11	114	0	132	97	106	-3
CCN(C[C@H]1N[C@@](Cc2ccccc2)(C(=O)OC)[C@H]2C(=O)N(Cc3ccccc3)C(=O)[C@@H]12)C(=O)Nc1ccc(C)cc1	1	9	100	1	102	90	106	.
O=C(Cn1cnc2ccccc2c1=O)N/N=C/c1ccc(Br)cc1	-1	0	97	0	98	117	95	1
COc1ccc(C(=O)Cn2nnc(-c3ccccc3NC(=O)c3ccco3)n2)cc1	1	-5	112	0	117	94	104	-17
CC1=CC(=O)C(C(C)C)=C/C1=N/OC(=O)c1cccc([N+](=O)[O-])c1	-10	-7	105	15	133	106	99	3
CC(C)[C@H](NC(=O)c1c(F)cccc1F)C(=O)OCC(=O)NC(=O)NC1CCCC1	1	5	98	-2	101	97	97	.
OC(CNCC(c1ccc(Cl)cc1Cl)c1c[nH]c2ccccc12)c1ccccc1 (stereo unspecified)	-2	1	122	12	98	95	97	10
CCCNC(=O)c1ccc(N2CCC3(CC2)CC(c2cccc(Br)c2)=NO3)c(NC(=O)c2c(Cl)cccc2Cl)c1	0	4	.	2	.	.	.	-7
CCC(C(=O)NCCCN1CCCC1=O)n1c2ccccc2c2nc(=O)cc(C)n21 (stereo unspecified)	-7	3	70	0	78	104	75	4
COc1cccc(/C=C/C(=O)NCc2ccc(S(N)(=O)=O)cc2)c1	11	1	105	0	98	94	102	-6
C[C@]12c3[nH]c4ccccc4c3CCN1C(=O)C(CC(=O)NCCC1=CCCCC1)C[C@@H]2C(=O)N1CCCCC1 (stereo partly specified)	5	9	103	-1	98	100	103	1
COc1ccc(CNC(=O)c2ccc(NS(=O)(=O)c3ccc4[nH]c(=O)[nH]c4c3)cc2)cc1OC	-11	-5	88	0	93	123	89	-5
CCCN(CCO)Cc1cccc(Oc2ccccc2)c1	-20	-12	104	-3	98	93	99	-19
O=C(CN1C(=O)C2CC=CCC2C1=O)Nc1nc2ccccc2[nH]1 (stereo unspecified)	1	-2	100	19	103	75	99	168
O=S(=O)(c1cccc(-c2csc(-c3ccccc3)n2)c1)N1CCOCC1	-6	-5	93	9	112	91	95	-7
Cc1cccc(N=C2Sc3nc4c(C)c(C)ccc4cc3CN2CCN2CCOCC2)c1	-2	7	95	-1	104	99	93	4
c1cc2c(c(NCc3ccncc3)c1)CCCC2	8	6	121	11	.	97	93	10
CCN1CCN(C(=O)c2cn(CC)c3ccc(S(=O)(=O)N(C)C)cc3c2=O)CC1	12	0	106	32	102	91	101	10
COc1ccc(C(=O)N/N=C(\CCC(=O)O)c2ccc(C(C)(C)C)cc2)cc1OC	-13	9	90	8	105	101	90	2
COc1cc(C(=O)NNC(=O)CNC(=O)C2CCCCC2)ccc1OC(C)C	9	-6	95	3	90	123	99	11
CCN1CCN(c2nc(N)c([N+](=O)[O-])c(Nc3ccc(C)c(C)c3)n2)CC1	4	-8	97	5	87	99	103	-8
S=C(NCCC1=CCCCC1)NCc1ccco1	7	9	87	10	93	93	90	-3
Cc1ccc2cc3cc(C(=O)NCCC(C)C)oc3nc2c1	-2	-7	109	8	110	95	101	?
CCCCNC(=O)c1ccc(CS(=O)(=O)c2ccc(C)cc2)o1	1	7	98	4	108	96	96	-15
COC(=O)C1(C(=O)OC)NOC2C(=O)N(c3ccccc3)C(=O)C21 (stereo unspecified)	3	1	100	2	97	89	96	6
Cc1ccc(C)c(NC(=O)C2CCCN(S(=O)(=O)c3c(C)noc3/C=C/N(C)C)C2)c1 (stereo unspecified)	3	4	108	-2	99	98	104	1
Cc1cc(NC(=O)CCC2COc3ccccc3O2)no1 (stereo unspecified)	2	0	110	0	103	91	91	3
Cc1ccc(C(=O)CCS(=O)(=O)c2ccc(F)cc2)cc1	-35	-26	96[may fluoresce green]	7	102[may fluoresce green]	95	97[may fluoresce green]	3
Cc1ccc(S(=O)(=O)N(CC(=O)N2CCN(c3ccccc3F)CC2)C2CCCCC2)cc1	12	7	99	-2	102	84	99	2
COCCNCc1ccc(C(C)C)cc1	-2	6	102	-2	100	101	105	0
Cc1cccc(N(Cc2ccccc2)C(=O)C2CCN(C(=O)c3ccccc3C)CC2)c1	4	8	96	0	93	128	97	-3
CCOc1ccc(CSC(CC(=O)O)C(=O)O)cc1 (stereo unspecified)	4	-2	104	1	96	98	97	0
CC1(C)CC(=O)c2c(oc3ccc(NS(=O)(=O)c4ccc(C(=O)O)cc4)cc23)C1	2	-11	99	1	102	112	97	8
Cc1cccc(OCCSc2nc3ccccc3n2CC(=O)O)c1	-10	1	103	-1	93	99	103	-5
O=C(CNC(=O)c1ccc(Br)o1)NNC(=O)c1cccc(Cl)c1	-8	5	84	4	90	98	97	-29
COc1cccc2c1OC1(C)CC2NC(=O)N1c1cccc(C(=O)N2CCN(c3ccccc3)CC2)c1 (stereo unspecified)	1	1	108	1	94	86	107	1
COCCC(=O)N1CCC(n2nccc2NC(=O)c2ccccc2C)CC1	12	-1	109	1	87	95	94	-2
CC(C)C(C)NC(=O)COC(=O)c1cc(S(=O)(=O)N(C)C)ccc1N1CCCC1 (stereo unspecified)	5	1	105	1	94	79	99	-2
COC(=O)C1=CN(C(C)C)C=C(C(=O)OC)C1c1cccc(OC)c1	0	-1	110	-3	109	87	109	-4
COc1ccc(C(=O)C(C)OC(=O)COc2ccccc2)cc1 (stereo unspecified)	5	12	103	1	100	96	96	1
COc1ccc(S(=O)(=O)NCC(=O)N(CC(=O)NCc2ccco2)Cc2ccc(F)cc2)cc1	-14	-5	187*	0	148	108	84	3
O=C(Nc1cc(S(=O)(=O)N2CCOCC2)ccc1N1CCOCC1)c1cccs1	0	-5	96	0	90	88	95	4
CCOC(=O)c1cnc(-n2nc(C)cc2C)nc1NNc1cc(C)nc(-c2ccccc2)n1	15	3	108	2	111	79	98	-6
NC(=O)c1nn(-c2ccccc2)c(=O)cc1O	5	1	104	-1	101	107	103	11
Cc1ccc(S(=O)(=O)NCC(c2ccco2)S(=O)(=O)c2ccccc2)cc1 (stereo unspecified)	3	-4	102	-4	97	94	100	-15
CCOc1ccccc1C(=O)NCC(=O)N(C)Cc1cccnc1	3	1	103	9	88	106	96	17
COc1ccc(-c2ccc(-c3nnn(CC(=O)N4CCOCC4)n3)cc2)cc1	2	8	110	0	104	98	105	10
CCOc1cc(C)c(Cl)cc1S(=O)(=O)NC1CC(C)(C)NC(C)(C)C1	4	1	102	-1	102	102	102	-13

Reformatted: results already given
The line under a structure holds: procasp7 counter, proCasp3 act, MEP2 TOR yeast, AHR activator, LAP4 TOR yeast, CR mimetic SO, RPL19A TOR yeast, GASC-1 inh
> CC1(C)CC(=O)c2c(oc3ccc(NS(=O)(=O)c4ccc(C(=O)O)cc4)cc23)C1
    2, -11, 99, 1, 102, 112, 97, 8
> Cc1cccc(OCCSc2nc3ccccc3n2CC(=O)O)c1
    -10, 1, 103, -1, 93, 99, 103, -5
> O=C(CNC(=O)c1ccc(Br)o1)NNC(=O)c1cccc(Cl)c1
    -8, 5, 84, 4, 90, 98, 97, -29
> COc1cccc2c1OC1(C)CC2NC(=O)N1c1cccc(C(=O)N2CCN(c3ccccc3)CC2)c1 (stereo unspecified)
    1, 1, 108, 1, 94, 86, 107, 1
> COCCC(=O)N1CCC(n2nccc2NC(=O)c2ccccc2C)CC1
    12, -1, 109, 1, 87, 95, 94, -2
> CC(C)C(C)NC(=O)COC(=O)c1cc(S(=O)(=O)N(C)C)ccc1N1CCCC1 (stereo unspecified)
    5, 1, 105, 1, 94, 79, 99, -2
> COC(=O)C1=CN(C(C)C)C=C(C(=O)OC)C1c1cccc(OC)c1
    0, -1, 110, -3, 109, 87, 109, -4
> COc1ccc(C(=O)C(C)OC(=O)COc2ccccc2)cc1 (stereo unspecified)
    5, 12, 103, 1, 100, 96, 96, 1
> COc1ccc(S(=O)(=O)NCC(=O)N(CC(=O)NCc2ccco2)Cc2ccc(F)cc2)cc1
    -14, -5, 187*, 0, 148, 108, 84, 3
> O=C(Nc1cc(S(=O)(=O)N2CCOCC2)ccc1N1CCOCC1)c1cccs1
    0, -5, 96, 0, 90, 88, 95, 4
> CCOC(=O)c1cnc(-n2nc(C)cc2C)nc1NNc1cc(C)nc(-c2ccccc2)n1
    15, 3, 108, 2, 111, 79, 98, -6
> NC(=O)c1nn(-c2ccccc2)c(=O)cc1O
    5, 1, 104, -1, 101, 107, 103, 11
> Cc1ccc(S(=O)(=O)NCC(c2ccco2)S(=O)(=O)c2ccccc2)cc1 (stereo unspecified)
    3, -4, 102, -4, 97, 94, 100, -15
> CCOc1ccccc1C(=O)NCC(=O)N(C)Cc1cccnc1
    3, 1, 103, 9, 88, 106, 96, 17
> COc1ccc(-c2ccc(-c3nnn(CC(=O)N4CCOCC4)n3)cc2)cc1
    2, 8, 110, 0, 104, 98, 105, 10
> CCOc1cc(C)c(Cl)cc1S(=O)(=O)NC1CC(C)(C)NC(C)(C)C1
    4, 1, 102, -1, 102, 102, 102, -13
